Compound activity deposited in PubChem BioAssay by Vanderbilt High Throughput Screening Facility.
Cav32 inh = blocks human Cav3.2 T-type calcium channel; O95180; 100,000 compounds, 4% hits; AID 449739; B-score at 10 µM; Cav3.2-expressing cells, Fluo-4 calcium fluorescence FDSS; hits give low values;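 active = single-dose well whose peak fluorescence ratio is a statistical outlier from its plate by either plate-standardised score or position-corrected B-score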
Target sequence (O95180 whole entry, looked up): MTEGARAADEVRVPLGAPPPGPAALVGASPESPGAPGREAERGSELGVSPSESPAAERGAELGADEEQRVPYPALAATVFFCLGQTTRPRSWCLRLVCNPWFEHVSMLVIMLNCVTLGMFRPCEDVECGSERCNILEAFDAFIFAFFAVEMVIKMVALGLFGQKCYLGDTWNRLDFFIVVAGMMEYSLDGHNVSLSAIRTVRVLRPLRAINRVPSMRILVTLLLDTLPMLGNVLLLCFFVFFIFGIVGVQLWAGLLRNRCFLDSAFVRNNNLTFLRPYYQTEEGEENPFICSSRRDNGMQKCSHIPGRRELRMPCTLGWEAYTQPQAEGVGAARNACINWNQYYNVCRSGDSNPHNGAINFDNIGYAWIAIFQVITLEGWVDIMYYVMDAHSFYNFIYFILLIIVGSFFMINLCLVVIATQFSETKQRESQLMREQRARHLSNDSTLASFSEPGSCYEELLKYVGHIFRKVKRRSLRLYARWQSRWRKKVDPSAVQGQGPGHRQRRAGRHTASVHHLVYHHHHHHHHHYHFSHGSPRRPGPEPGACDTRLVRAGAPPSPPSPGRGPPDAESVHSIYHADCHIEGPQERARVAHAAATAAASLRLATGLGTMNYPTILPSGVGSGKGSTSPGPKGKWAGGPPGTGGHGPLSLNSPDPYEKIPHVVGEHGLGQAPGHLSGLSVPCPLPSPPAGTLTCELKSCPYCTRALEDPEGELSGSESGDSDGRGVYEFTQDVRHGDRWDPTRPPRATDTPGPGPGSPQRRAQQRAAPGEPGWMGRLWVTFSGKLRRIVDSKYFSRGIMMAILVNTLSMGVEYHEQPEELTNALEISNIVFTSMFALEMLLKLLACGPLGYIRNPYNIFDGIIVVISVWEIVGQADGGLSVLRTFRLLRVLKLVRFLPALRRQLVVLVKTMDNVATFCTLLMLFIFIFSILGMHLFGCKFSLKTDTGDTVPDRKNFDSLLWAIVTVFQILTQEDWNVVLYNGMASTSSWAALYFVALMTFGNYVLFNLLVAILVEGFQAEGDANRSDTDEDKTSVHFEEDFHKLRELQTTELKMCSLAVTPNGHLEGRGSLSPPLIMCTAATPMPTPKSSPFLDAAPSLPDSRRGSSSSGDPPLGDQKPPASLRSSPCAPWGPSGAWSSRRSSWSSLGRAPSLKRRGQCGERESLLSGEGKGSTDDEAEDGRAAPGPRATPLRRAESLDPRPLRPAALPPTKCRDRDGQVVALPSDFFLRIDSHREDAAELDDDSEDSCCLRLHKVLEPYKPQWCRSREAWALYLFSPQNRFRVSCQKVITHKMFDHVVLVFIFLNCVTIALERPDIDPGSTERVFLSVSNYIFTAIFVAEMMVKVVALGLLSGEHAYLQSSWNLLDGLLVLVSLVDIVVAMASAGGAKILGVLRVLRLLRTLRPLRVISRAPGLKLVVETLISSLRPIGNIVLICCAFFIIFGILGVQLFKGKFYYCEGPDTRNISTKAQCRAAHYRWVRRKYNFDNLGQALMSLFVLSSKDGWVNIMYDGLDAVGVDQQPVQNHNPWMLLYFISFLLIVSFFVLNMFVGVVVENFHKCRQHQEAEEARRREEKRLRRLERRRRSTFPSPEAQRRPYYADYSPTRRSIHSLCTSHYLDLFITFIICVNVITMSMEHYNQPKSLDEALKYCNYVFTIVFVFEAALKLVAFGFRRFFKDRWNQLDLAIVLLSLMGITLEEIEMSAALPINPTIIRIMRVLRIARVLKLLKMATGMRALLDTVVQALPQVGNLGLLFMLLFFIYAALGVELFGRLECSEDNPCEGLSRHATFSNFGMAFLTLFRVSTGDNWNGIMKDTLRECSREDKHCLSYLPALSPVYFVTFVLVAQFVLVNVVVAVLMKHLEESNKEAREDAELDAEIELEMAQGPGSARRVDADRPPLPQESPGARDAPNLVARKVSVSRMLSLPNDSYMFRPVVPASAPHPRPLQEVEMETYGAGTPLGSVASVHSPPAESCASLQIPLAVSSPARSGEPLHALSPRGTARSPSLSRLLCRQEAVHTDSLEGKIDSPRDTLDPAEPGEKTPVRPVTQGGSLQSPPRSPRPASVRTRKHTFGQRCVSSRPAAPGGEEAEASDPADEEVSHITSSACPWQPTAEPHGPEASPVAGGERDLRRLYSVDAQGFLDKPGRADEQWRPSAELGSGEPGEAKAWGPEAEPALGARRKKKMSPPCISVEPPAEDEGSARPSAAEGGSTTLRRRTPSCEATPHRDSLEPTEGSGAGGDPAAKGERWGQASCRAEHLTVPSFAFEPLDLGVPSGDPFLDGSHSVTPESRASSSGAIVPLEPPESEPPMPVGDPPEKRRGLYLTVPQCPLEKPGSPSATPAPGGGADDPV
* marks the source's active call; other numbers are inactive results. This is a subset; count on the stated rates, not on these rows.

A first look (2 entries):
cpd	Cav32 inh	mol
1	-1.21	COCCN(C(=O)C1CC1)c1nnc(-c2ccc(C)cc2)s1
2	-0.00143	O=C(CCCc1ccccc1)Nc1cccnc1

The listing, from the first entry:
cpd	Cav32 inh	mol
1	-1.21	COCCN(C(=O)C1CC1)c1nnc(-c2ccc(C)cc2)s1
2	-0.00143	O=C(CCCc1ccccc1)Nc1cccnc1
3	0.0253	CCOc1ccc2nc(N3CCC(C(=O)Nc4nnc(CC)s4)CC3)sc2c1
4	0.288	CCCS(=O)(=O)c1c(S(=O)(=O)CCC)c2cnccn2c1C(=O)c1ccc(F)cc1
5	0.83	CNC(=S)NNC(=O)Cc1ccccc1
6	0.216	Cc1nc(N)nc(OCC(F)(F)C(F)F)c1Br
7	0.345	O=C(CSc1c[nH]c2ccccc12)NCc1ccc2c(c1)OCO2
8	-0.481	CCOC(=O)c1ccc(NC(=O)CN2CCN(CCN=CC3=C(O)CC(C)(C)CC3=O)CC2)cc1
9	0.197	O=C(NCC1CCCO1)C1CCC(CNS(=O)(=O)c2ccccc2)CC1 (stereo unspecified)
10	1.26	CCC1=Nc2ccccc2NC2=C1C(=O)CCC2
11	1.36	COc1ccc(-c2nc(=S)c3c(n2CCN2CCOCC2)CC(C)(C)OC3)cc1
12	0.329	Cc1cc(N)n2ncc(-c3ccc(Cl)cc3)c2n1
13	-2.55	COc1ccc2c(C)cc(SCc3c(C)noc3C)nc2c1
14	-4.32*	COc1ccc(CCNC(=O)CSc2cn(Cc3cccc(C)c3)c3ccccc23)cc1OC
15	-0.353	CCSc1ccccc1C(=O)N1CCN(Cc2ccc3c(c2)OCO3)CC1
16	-1.75	CCC/C=C(\CCC)C(NC(=O)c1ccc(C(=O)OC)cc1)c1ccc(C(=O)OC)cc1 (stereo unspecified)
17	0.0275	COc1ccc2c(c1)C(NC(=O)C(F)(F)F)CC2=O (stereo unspecified)
18	-0.2	N#Cc1nc(-c2ccccc2F)oc1NCCc1ccccc1
19	0.428	CC1(C)Nc2ccccc2N(CC(=O)N2CCCCC2)C1=O
20	-0.325	Cc1ccc(NC(=O)/C(C#N)=C/c2cccs2)c(C)c1
21	1.14	COC(=O)C1Cc2c([nH]c3ccccc23)CN1 (stereo unspecified)
22	0.552	CC1(C)C2CCC1(C)C(OC(=O)CC(=O)O)C2 (stereo unspecified)
23	-0.31	COC(=O)c1oc2ccc(Br)cc2c1NC(=O)CCCN1C(=O)c2ccccc2C1=O
24	-0.679	COc1cccc(Cn2nnc(C(=O)Nc3ccc(C)cc3)c2N)c1
25	-1.29	CON/C=C(\C=Nc1ccc(C(F)(F)F)cc1)c1ncc(C(F)(F)F)cc1Cl

Additional records follow:
cpd	Cav32 inh	mol
26	0.349	COc1cc(C2=NOC(C(=O)N3CCCCCC3)C2)cc(OC)c1OC (stereo unspecified)
27	0.242	COc1ccc(CNc2ccc(C(=O)O)cc2)cc1
28	1.31	CCC(C)Oc1nc(C)cc(C)c1S(=O)(=O)c1ccccc1C (stereo unspecified)
29	0.456	O=C(NCCN1CCN(C(=O)c2cccs2)CC1)c1cccs1
30	-0.757	COc1ccc(S(=O)(=O)NN=C2CCCC2)cc1
31	0.034	COc1ccc(N2C(=O)CC(N3CCC(C(N)=O)CC3)C2=O)cc1 (stereo unspecified)
32	-1.87	CCn1c(COc2ccc(Cl)cc2)nnc1SCc1nc2ccccc2[nH]1
33	0.0686	Cc1ccn2c(C(=O)N/N=C\c3ccccc3[N+](=O)[O-])c(C)nc2c1
34	-2.09	COc1ccccc1-n1cnc2cc(NCc3ccco3)ccc21
35	0.64	COc1cc(OC)cc(C(=O)NCCSCc2ccco2)c1
36	0.756	Cc1cc(C#N)c(C)c(SCc2[nH]nc3c2C(c2ccccc2)C(C#N)=C(N)O3)n1 (stereo unspecified)
37	1.44	CC1CCN(C(=S)c2ccc3c(c2)OCO3)CC1
38	-0.394	O=C(COC(=O)CSc1nnc(-c2ccc(Cl)cc2)o1)NCc1ccc2c(c1)OCO2
39	-4.45*	CCOc1ccc2nc(N3CCCN(C(=O)Nc4ccccc4C)CC3)c(C#N)cc2c1
40	0.0683	Cc1ccc(SCCNC(=O)C(CO)(CO)CO)cc1
41	-0.125	CN1c2ccccc2C(O)=C(C(=O)Nc2ccccc2)S1(=O)=O
42	1.96	CNC(=O)/C(C#N)=c1\s/c(=C/C(=O)OC)c(=O)n1-c1ccccc1
43	0.156	Cc1ccc(OCC(O)CN2CCN(CC(O)COC(C)C)CC2)c(C(C)(C)C)c1 (stereo unspecified)
44	-0.291	O=C(CCC1CCCCC1)NCc1cccs1
45	-0.281	CCN(Cc1ccccc1)C(=O)COc1cc(=O)n(CC)c2ccccc12
46	0.468	Cc1cc(CNC(=O)C2(C(F)(F)F)C/C(=C\Cc3ccccc3)CCCO2)nn1C (stereo unspecified)
47	-0.172	Brc1ccc(-c2noc3c2-c2nc(C4CCCCC4)sc2CC3)cc1
48	-7.65*	NC(=O)c1cc2ccc(O)cc2oc1=NCc1ccccc1
49	-1.1	CC12CCC(C(=O)NCCCn3ccnc3)(OC1=O)C2(C)C (stereo unspecified)
50	0.387	COc1ccc(CCNC(=O)c2cc3ccccn3n2)c(OC)c1OC

Structures above printed as active in Cav32 inh.
cpd	Cav32 inh	mol
14	-4.32*	COc1ccc(CCNC(=O)CSc2cn(Cc3cccc(C)c3)c3ccccc23)cc1OC
39	-4.45*	CCOc1ccc2nc(N3CCCN(C(=O)Nc4ccccc4C)CC3)c(C#N)cc2c1
48	-7.65*	NC(=O)c1cc2ccc(O)cc2oc1=NCc1ccccc1

Random excerpt: 2 compounds from above, in no set order.
cpd	Cav32 inh	mol
32	-1.87	CCn1c(COc2ccc(Cl)cc2)nnc1SCc1nc2ccccc2[nH]1
28	1.31	CCC(C)Oc1nc(C)cc(C)c1S(=O)(=O)c1ccccc1C (stereo unspecified)

Next part:
cpd	Cav32 inh	mol
51	-0.306	COC(=O)C1CCN(S(C)(=O)=O)CC1
52	0.517	O=C(c1ccc(Br)o1)N1CCN(c2ccc3nnc(-c4ccc(F)cc4)n3n2)CC1
53	0.214	CSCCC(NS(=O)(=O)c1ccc2ccccc2c1)C(=O)O (stereo unspecified)
54	-2.01	COc1cc(C(=O)Nc2sc3c(c2C(=O)NCc2ccco2)CCCC3)cc(OC)c1OC
55	0.00797	CC1CCCCN1C(=O)CN1C(=O)CN(C)C(=O)c2ccccc21 (stereo unspecified)
56	0.271	CC1=C(C(=O)Nc2ccc(Br)cc2)C(c2ccco2)NC(=O)N1 (stereo unspecified)
57	1.15	Cc1cc(C)c(OCCOCCN2CCNCC2)c(C)c1
58	2.03	COc1nc(NCCN2CCOCC2)nc(Nc2ccc([N+](=O)[O-])cc2)n1
59	0.377	Cc1nc(SCC(=O)N2CCc3ccccc32)n[nH]1
60	-0.25	CC(C)(C)NS(=O)(=O)c1ccc(OCC(=O)NCCC2=CCCCC2)cc1
61	0.0634	CCN1CCN(CCNC(=O)c2ccc(CS(=O)(=O)c3ccccc3C)o2)CC1
62	-0.195	O=C(Nc1c(Cl)cccc1Cl)C1CCC1
63	-4.21*	CC(C)(C)NS(=O)(=O)c1ccc2nc(NC(=O)Cc3cccs3)sc2c1
64	0.363	Cc1nnc(-c2ccccc2)c[n+]1[O-]
65	-5.76*	Cc1cccc(NC(=O)CNc2cc(C)ccc2C)c1
66	1.37	Cc1cccc(N=C(N2CCOCC2)P(=O)(N2CCOCC2)N2CCOCC2)c1
67	0.938	COc1cc(-c2nnc(-c3ccc(S(=O)(=O)c4ccccc4)cc3)o2)cc(OC)c1OC
68	0.548	Cc1cc(C)n2nc(C(=O)Nc3ccc(S(=O)(=O)N4CCCCC4)cc3)nc2n1
69	-7.37*	Cc1ccc(N(C(=O)Cn2nnc(-c3ccc(F)cc3)n2)C(CC(C)C)C(=O)NCC2CCCO2)cc1 (stereo unspecified)
70	-0.97	O=C(Cn1nnc(-c2cccc(C(F)(F)F)c2)n1)NC1CCCC1
71	0.61	O=C(CC(SCCO)c1ccc(F)cc1)c1ccco1 (stereo unspecified)
72	-0.367	CCC1=C(OC(=O)N(CC)CC)N2C(=O)OC(=NCC(=O)OC)[C@]2(Cc2ccccc2)[C@H]2C1=CC[C@H]1C(=O)NC(=O)[C@H]12
73	-1.28	Cc1nc2ccccc2n1CC(O)Cn1c2ccccc2c2ccccc21 (stereo unspecified)
74	0.569	COc1ccc(C(=O)N2CCC(C(=O)Nc3ccc4c(c3)OCCO4)CC2)cc1
75	-0.994	CCOc1cccc2cc(-c3nnc(NCc4ccco4)s3)c(=O)oc12

Further compounds.
cpd	Cav32 inh	mol
76	0.467	CCCC[n+]1ccn(-c2nc3ccccc3nc2[N-]S(=O)(=O)c2ccccc2)c1
77	-0.336	CS(=O)(=O)c1ccc(CNC(=O)C2(C(F)(F)F)C/C(=C/CCO)CCCO2)cc1 (stereo unspecified)
78	0.104	O=C(Cn1cccc1)N1CCN(C(c2ccccc2)c2ccccc2)CC1
79	0.838	O=C(O)c1cccc(N2C(=O)CSC2c2c(F)cccc2Cl)c1 (stereo unspecified)
80	-1.42	COc1cc(O)c(C(CCN2CCN(c3ccccc3)CC2)c2ccc3c(c2)OCO3)c(OC)c1 (stereo unspecified)
81	0.358	CCCC(=O)OCC(=O)Nc1cc(C(C)(C)C)nn1-c1ccccc1
82	-1.88	Cc1cccc(Nc2nc(N3CCCCC3)nc(N3CCCCC3)n2)c1
83	0.209	Cn1c(CN2CCCC2)nc2cc(NC(=O)COc3ccc(Cl)cc3)ccc21
84	0.206	COC(=O)c1ccc(-n2nnnc2SC)cc1
85	-0.694	CCOC(=O)c1c(-c2ccsc2)csc1N
86	-2.17	CC(C)OCCCN1C(=O)c2ccccc2C1C(=O)NC1CCCCC1 (stereo unspecified)
87	1.85	Cc1ccc2oc(=O)n(CC(=O)O)c2c1
88	1.05	O=C(CCCCCn1c(=O)[nH]c2ccsc2c1=O)N1CCN(C2CCCCC2)CC1
89	0.701	COc1ccc(C2(CNC(=O)Cc3ccccc3)CCCC2)cc1OC
90	0.984	CS(=O)(=O)NCCSCc1c(F)cccc1Cl
91	1.18	CCSc1nc2nc(C)cc(C)n2n1
92	-0.793	C=CCSc1nnc(-c2ccccc2N=Cc2c(C)[nH]n(-c3ccccc3)c2=O)c(=O)[nH]1
93	-2.02	Fc1ccc(CSc2nsc(SCc3ccc(F)cc3)n2)cc1
94	0.788	Cc1ccc(-n2nnc3c(=O)n(CC(=O)NCC4CCCO4)cnc32)cc1 (stereo unspecified)
95	0.54	O=C(c1ccc(S(=O)(=O)N2CCCC2)cc1)N1CCCc2ccccc21
96	0.298	COc1cccc(Cn2nnc3c(=O)[nH]c(C4CCCN(C(=O)c5ccccc5Cl)C4)nc32)c1 (stereo unspecified)
97	-1.05	O=C1CC(c2ccccc2)n2nc(NS(=O)(=O)c3ccccc3)nc2N1 (stereo unspecified)
98	0.0269	COC(=O)CCSc1nccn1Cc1ccccc1
99	0.949	N#CCc1c(C#N)c(N)nc(N2CCCC2)c1C#N
100	-1.34	COc1ccc(-c2noc(-c3ccccc3Cl)n2)cc1OC

Later entries
cpd	Cav32 inh	mol
101	0.228	CCCn1c(=O)c2c(C(F)(F)F)cc(-c3ccco3)nc2n(CCC)c1=O
102	-1.79	O=C(O)CCCC(=O)NCCCCc1ccccc1
103	-0.0324	CCC(C)(C)NC(=O)C(c1cccn1C)N(C(=O)Cn1nnc2ccccc21)c1ccc(F)cc1 (stereo unspecified)
104	-0.3	COC(=O)CSc1nc(C(C)C)nc2ccccc12
105	-0.281	O=C(Cn1c(-c2ccc(Cl)cc2)noc1=O)N1CCN(c2ccccc2F)CC1
106	0.0386	COc1ccccc1Nc1nc(N2CCCC2)nc(N2CCOCC2)n1
107	0.576	CN(C(=O)c1ccc2c(=O)n3c(nc2c1)CCCCC3)c1ccccc1
108	0.00384	COc1ccccc1-n1c(SCC(=O)N2CCCCC2)nnc1-c1ccccc1O
109	0.844	CC(=O)NCC(=O)N(c1ccccc1)C1(C(=O)NC2CCCCC2)CCCCC1
110	1.41	Cc1cccc(NC(=O)C2CCCN(C(=O)Nc3ccccc3)C2)c1C (stereo unspecified)
111	0.327	COc1cccc(C(=O)N(Cc2ccco2)Cc2cc3cccc(C)c3[nH]c2=O)c1
112	-3.21	CCOc1ccc(NC(=O)CNc2ccc(C)cc2Cl)cc1
113	1.6	CCCCNC(=O)C1c2cc(OC)c(OC)cc2C(=O)N(C)C1c1ccc(OC)cc1 (stereo unspecified)
114	0.584	CN(C)c1nc(OCC(=O)NC(C)(C)C)nc(N(C)C)n1
115	0.0709	Cc1cc(C)nc(Sc2nc(C)nc3c2oc2ccccc23)n1
116	-0.306	CN(C)c1ccc(C(=O)n2nnc3ccccc32)cc1
117	-5.8*	CCc1ccc(-c2nc(CN3CCCC(C(=O)NCCc4ccc(OC)c(OC)c4)C3)c(C)o2)cc1 (stereo unspecified)
118	0.235	COC(=O)CCCCC1SCC(NC(=O)OC)C1NC(=O)OC (stereo unspecified)
119	-0.0722	COc1ccccc1CNC(=O)C1CCN(S(C)(=O)=O)CC1
120	-1.17	Cc1cc(C)n2nc(SCc3nnc(SCc4ccccc4C)s3)nc2n1
121	-2.14	Clc1ccc(CSc2ncn(-c3ccccc3)n2)cc1
122	0.477	CC([NH2+][O-])C(C)(C)NO (stereo unspecified)
123	0.239	CC(=O)c1cccc(NC(=O)c2ccc(NS(C)(=O)=O)cc2)c1
124	0.00763	COc1ccc(NC(=O)CSc2nnc(-c3ccccn3)n2N)cc1
125	0.561	CCOc1cc(-c2cc(-c3ccccc3)nc(N)c2C#N)ccc1O
126	0.132	COC(=O)CCC(=O)Nc1ccc(C)cc1OC(=O)CCC(=O)OC
127	-1.39	CCCCc1cn([C@@H](CCCCNC(=O)OC(C)(C)C)C(=O)N2CCN(C(=O)OC(C)(C)C)CC2)nn1
128	0.403	COc1ccc(NC(=O)CSc2nc3c(c(=O)[nH]2)CCC3)cc1OC

Reformatted as labelled records: 4 of the compounds above.
(106) COc1ccccc1Nc1nc(N2CCCC2)nc(N2CCOCC2)n1
- Cav32 inh: 0.0386

(107) CN(C(=O)c1ccc2c(=O)n3c(nc2c1)CCCCC3)c1ccccc1
- Cav32 inh: 0.576

(108) COc1ccccc1-n1c(SCC(=O)N2CCCCC2)nnc1-c1ccccc1O
- Cav32 inh: 0.00384

(109) CC(=O)NCC(=O)N(c1ccccc1)C1(C(=O)NC2CCCCC2)CCCCC1
- Cav32 inh: 0.844
